Source: PubChem BioAssay (MTDP)
RNase H inhibition = RNase H inhibition, HIV 1 Gag Pol polyprotein, FRET biochemical assay, screening (AID 372) | HIV-1 RT RNase H, FRET RNA/DNA substrate fluorescence; higher % means a stronger effect | one-dose inhibition, % at 10 µM; IC50 in µM for titrated hits | 0.77% of 100,000 active; in the data active = inhibition above about 50%
* hit, by the source's call. An excerpt; rates above refer to the full screens.

SMILES | RNase H inhibition
CCOc1ccc(/C=C(/NC(=O)c2ccc(C)cc2)C(=O)NCCO)cc1 | 7.0%
Oc1c(Cl)cc(Cl)cc1C=Nc1ccccc1Br | 5.0%
COc1cccc(-n2c(O)c(C(c3ccccn3)c3c(O)n(-c4cccc(OC)c4)c(=O)[nH]c3=O)c(=O)[nH]c2=O)c1 | 0.0%
COc1ccc(C2NC(=S)NC(C)=C2C(=O)Nc2ccccc2)c(OC)c1 (stereo not given) | 1.0%
C(=N\Nc1nn[nH]n1)/c1ccc2c(c1)OCO2 | 0.0%
COC(=O)c1ccccc1NC(=O)c1cc(=O)[nH]c2ccccc12 | 1.0%
Cc1cc(Cl)ccc1OCC(=O)N1CCN(c2ccccc2)CC1 | 17.0%
O=C(Nc1ccccc1C(=O)NC(Cc1c[nH]c2ccccc12)C(=O)O)c1ccco1 (stereo not given) | 1.0%
CCOC(=O)C1=C(C)N=c2s/c(=C/c3ccc(-c4cccc(Cl)c4Cl)o3)c(=O)n2C1c1cccs1 (stereo not given) | 10.0%
COc1ccc(-c2noc(-c3ccccc3OC)n2)cc1 | 0.0%
CC(C)C(C(=O)Nc1ccc2c(c1)OCO2)N1C(=O)c2ccccc2C1=O (stereo not given) | 3.0%
O=S(=O)(Oc1cccc2cccnc12)c1cc(Cl)c(Cl)cc1Cl | 28.0%
O=[N+]([O-])c1cccc(-c2nnc(-c3cccc(S(=O)(=O)N4CCOCC4)c3)o2)c1 | 3.0%
Cc1ccc(C(=O)Nc2ccc(NC(=O)c3ccccc3)cc2)cc1S(=O)(=O)N1CCCCC1 | 30.0%
C/C(=N\NC(=O)c1n[nH]c2c1CCC2)c1ccc(N)cc1 | 6.0%
CCC(CC)NCc1ccc2c(c1)c1ccccc1n2CC | 7.0%
COc1ccc(Nc2ncnc3ccc(C)cc23)cc1 | 0.0%
CC1=NN(c2ccccc2)C(=O)/C1=C\c1ccc(F)cc1 | 1.0%
COc1ccc(OC)c(C=Nc2cccc(C(C)=O)c2)c1 | 0.0%
CC(C)CNC(=O)C(=O)Nc1ccc(Cl)c(Cl)c1 | 0.0%
COc1ccc(-c2n[nH]c3c2C(c2cccc([N+](=O)[O-])c2)N(c2ccccc2)C3=O)cc1 (stereo not given) | 4.0%
Cc1ccc(-c2nnc(-c3ccc4c(c3)OCO4)o2)cc1 | 10.0%
Cc1ccccc1C(=O)Nc1ccc(C)c(S(N)(=O)=O)c1 | 8.0%
COC(=O)c1cc(NC(=O)c2ccc(OC)cc2)cc(C(=O)OC)c1 | 5.0%
COc1ccccc1OCCOCCOc1cccc(C(C)C)c1 | 33.0%

Following part.
SMILES | RNase H inhibition
COc1ccc(/C=C(\C#N)C(=O)Nc2cccc3ccccc23)cc1O | 14.0%
CCCc1cc(=O)oc2cc(O)ccc12 | 5.0%
O=C1CC(c2ccc(Cl)cc2)CC2=C1C(c1ccccc1C(F)(F)F)Nc1ccccc1N2 (stereo not given) | 0.0%
O=C(O)C1CCCCC1C(=O)Nc1nc(-c2ccc(Cl)cc2Cl)cs1 (stereo not given) | 2.0%
O=C1c2ccccc2-c2c1cccc2C(=O)N(CCO)CCO | 6.0%
Cc1cccc(C(=O)NNC(=O)c2ccco2)c1O | 21.0%
Cc1cccc(NC(=O)C2C(c3ccccc3)C2(Cl)Cl)c1C (stereo not given) | 5.0%
O=C(Nc1cccnc1)c1ccc(-c2cccc(Cl)c2)o1 | 11.0%
CCOC(=O)c1c(OS(=O)(=O)c2ccc(C)cc2)c(C=O)n(C)c1C | 9.0%
Cc1ccc(C(=O)Nc2cccc(-c3nc4ccccc4s3)c2C)cc1C | 5.0%
O=S(=O)(O)c1nc2ccccc2n1-c1ccccc1 | 0.0%
O=C(N/N=C/c1ccccc1Cl)c1ccc(Cl)cc1O | 0.0%
O=C1NC(=O)N(c2ccc(F)cc2)C(=O)/C1=C/c1ccc(O)c(Cl)c1 | 7.0%
CCOc1ccc(N(CC(=O)N2CCOCC2)S(=O)(=O)c2ccccc2)cc1 | 0.0%
Cc1ccc(-c2csc(/C(C#N)=C/Nc3ccc([N+](=O)[O-])cc3)n2)cc1 | 1.0%
Brc1ccc(/C=N/Nc2nnnn2-c2ccccc2)cc1 | 28.0%
O=C(COC(=O)c1ccc2c(c1)C(=O)N(c1ccc3c(c1)oc1ccccc13)C2=O)c1ccc(Br)cc1 | 3.0%
CCOC(=O)c1ccc(N2NC(=O)/C(=C/c3ccc(OC(C)=O)c(OCC)c3)C2=O)cc1 | 11.0%
O=c1n(Cc2ccccc2Cl)c2cc(N3CCOCC3)c([N+](=O)[O-])cc2n1Cc1ccccc1Cl | 16.0%
Cc1cc(C)cc(N2C(=O)/C(=C/c3cccn3-c3ccccc3)C(=O)NC2=S)c1 | 17.0%
COc1ccc(Br)cc1C(=O)Nc1cccc(C)c1 | 2.0%
COC(=O)c1ccc(CN2CCN(c3ccc(Cl)cc3)CC2)cc1 | 12.0%
CCn1c(/N=C/c2cccs2)nc2ccccc21 | 0.0%
CSc1ccc(C2Nc3ccccc3NC3=C2C(=O)CC(C)(C)C3)cc1 (stereo not given) | 5.0%
COc1ccc(-c2nc3cc(NC(C)=O)ccc3o2)cc1Cl | 10.0%

The list continues.
SMILES | RNase H inhibition
CC(=O)C1=C(O)C(=O)N(c2nccs2)C1c1ccccc1[N+](=O)[O-] (stereo not given) | 5.0%
CCOC(=O)c1sc(Nc2ccc(Br)cc2)nc1-c1ccccc1 | 25.0%
CC(C)c1cc(Nc2ccc(Br)cc2)cc(C(C)C)c1O | 20.0%
O=C(Nc1cccc2ccccc12)c1cnccn1 | 19.0%
C(=C(\c1ccccc1)c1nc2ccccc2[nH]1)/c1ccccc1 | 0.0%
CCOC(=O)C1=C(C)N=c2s/c(=C\c3cccc(OCc4ccccc4)c3)c(=O)n2C1c1ccc(Cl)cc1 (stereo not given) | 6.0%
Brc1ccc(-c2cc(-c3ccccc3)nc(NCc3ccccc3)n2)cc1 | 14.0%
COc1ccc(N(CC(=O)NC(C)C)S(=O)(=O)c2ccc(C)c([N+](=O)[O-])c2)cc1 | 14.0%
CCOC(=O)COc1ccc(/C=C2\SC(=Nc3cccc(Cl)c3C)NC2=O)cc1OCC | 8.0%
NNc1nc2sc3c(c2c(=O)n1Cc1ccccc1)CCC3 | 34.0%
CCOC(=O)c1cc2ccc(O)cc2oc1=O | 1.0%
Cc1ccc(N2C(=O)NC(=O)/C(=C\c3ccc(-c4cc(Cl)ccc4Cl)o3)C2=O)cc1 | 49.0%
O=C1C(=O)N(CCO)C(c2cccc(F)c2)/C1=C(\O)c1ccccc1 (stereo not given) | 4.0%
CCOc1ccccc1NC(=O)/C=C/C(N)=O | 8.0%
COc1ccc(-n2c(-c3ccco3)n[nH]c2=S)cc1 | 3.0%
CC(C)(C)c1ccc(C(=O)Nc2cccc(NC(=O)c3cccc(Br)c3)c2)cc1 | 10.0%
O=C(NC(=S)Nc1ccc(NC(=O)c2cccs2)cc1)c1ccc(-c2ccccc2)cc1 | 6.0%
Cc1c(N(C(=O)c2cccc(Cl)c2)C(C)C)c(=O)n(-c2ccccc2)n1C | 3.0%
CCOC(=O)N1N=C(c2cccc([N+](=O)[O-])c2)CC1(O)C(F)(F)F (stereo not given) | 6.0%
O=C1/C(=C/c2ccccc2)SC(=S)N1c1ccccc1Br | 7.0%
Cc1cc(C)cc(OCC(=O)NNC(=O)CCN2C(=O)c3ccccc3C2=O)c1 | 6.0%
CCOC(=O)CC(=O)Nc1ccccc1C(=O)OCC | 0.0%
O=C(Nc1cccc(Cl)c1Cl)C1CN(S(=O)(=O)c2ccccc2)CCN1S(=O)(=O)c1ccccc1 (stereo not given) | 8.0%
CCOC(=O)c1c(-n2c(C)cc(/C=C(/C#N)C(=O)NCc3ccccc3)c2C)sc2c1CCCC2 | 19.0%
O=C1CC(O)(C(F)(F)C(F)F)Oc2c1ccc1ccccc21 (stereo not given) | 18.0%

A portion from further up, as a working copy:
SMILES | RNase H inhibition
CCOC(=O)N1N=C(c2cccc([N+](=O)[O-])c2)CC1(O)C(F)(F)F (stereo not given) | 6.0%
O=C1/C(=C/c2ccccc2)SC(=S)N1c1ccccc1Br | 7.0%
Cc1cc(C)cc(OCC(=O)NNC(=O)CCN2C(=O)c3ccccc3C2=O)c1 | 6.0%
CCOC(=O)CC(=O)Nc1ccccc1C(=O)OCC | 0.0%
O=C(Nc1cccc(Cl)c1Cl)C1CN(S(=O)(=O)c2ccccc2)CCN1S(=O)(=O)c1ccccc1 (stereo not given) | 8.0%
CCOC(=O)c1c(-n2c(C)cc(/C=C(/C#N)C(=O)NCc3ccccc3)c2C)sc2c1CCCC2 | 19.0%
O=C1CC(O)(C(F)(F)C(F)F)Oc2c1ccc1ccccc21 (stereo not given) | 18.0%

(listing goes on)
SMILES | RNase H inhibition
Oc1ccccc1-c1cc(-c2ccc(Br)cc2)n[nH]1 | 13.0%
C=C(C)CNC(=S)NCc1ccccc1 | 0.0%
CCOc1ccc(C(=O)/C=C/c2ccc(Br)cc2)cc1 | 0.0%
c1ccc2c(CN3CCN(Cc4ccc5c(c4)OCO5)CC3)cccc2c1 | 2.0%
CC(C)CC(=O)NC(NC(=S)Nc1cccc(Cl)c1)C(Cl)(Cl)Cl (stereo not given) | 6.0%
CCCOc1ccc(/C=N/N(C)c2cc(C)nc(-c3ccccc3O)n2)c(O)c1 | 11.0%
CCCC(C)C(=O)NC(C)c1ccccc1 (stereo not given) | 8.0%
CCc1ccc(OCC(=O)Nc2cc(Cl)cc(Cl)c2)cc1 | 11.0%
COc1ccc(-c2nc3cc(NC(=O)c4ccc(C)c([N+](=O)[O-])c4)ccc3o2)cc1OC | 3.0%
CN(C)c1ccc(C2/C(=C(\O)c3ccc([N+](=O)[O-])cc3)C(=O)C(=O)N2CCCCCC(=O)O)cc1 (stereo not given) | 6.0%
COc1ccc(C2=C/C(=C/c3ccc(OC)cc3OC)C(=O)O2)cc1 | 12.0%
CC(=O)Nc1ccc(OC(=O)CC2SC(=O)NC2=O)cc1 (stereo not given) | 5.0%
CC(=O)NC1=NC(=O)/C(=C/c2ccccc2)S1 | 0.0%
Cc1cccc(NC(=O)c2cc(-c3cccc(Br)c3)nc3ccccc23)c1C | 3.0%
CON(C)c1nc(OCCNC(=O)COc2ccc(Cl)cc2Cl)nc(N(C)C)n1 | 7.0%
O=C(N/N=C/c1ccc(F)cc1)C(=O)Nc1cccc(Br)c1 | 3.0%
COc1cc(/C=c2/sc3nc4c(C)c(C)ccc4n3c2=O)cc(OC)c1OC(C)=O | 8.0%
COc1ccc(/C=C/C(C)=C/C=C/C(C)=O)cc1 | 14.0%
Cc1occc1C(=O)Nc1ccccc1Cl | 6.0%
COc1cc(C)ccc1OCCOc1cccc(C)c1 | 21.0%
NC(=O)c1nn2c(C(F)(F)F)cc(-c3ccc(Cl)cc3)nc2c1Cl | 0.0%
COc1ccc(N=Cc2c(C)[nH]n(-c3ccc(C)cc3)c2=O)c([N+](=O)[O-])c1 | 2.0%
COc1cccc2cc(-c3nc(-c4ccccc4)cs3)c(=O)oc12 | 0.0%
O=c1oc(-c2cccc(F)c2)nc2cc(Cc3ccc4nc(-c5cccc(F)c5)oc(=O)c4c3)ccc12 | 9.0%
CN(/N=C/c1ccc(-c2ccc([N+](=O)[O-])cc2)o1)c1ccccc1 | 13.0%

Fetched by compound from above, 2 records:
SMILES | RNase H inhibition
O=c1oc(-c2cccc(F)c2)nc2cc(Cc3ccc4nc(-c5cccc(F)c5)oc(=O)c4c3)ccc12 | 9.0%
NC(=O)c1nn2c(C(F)(F)F)cc(-c3ccc(Cl)cc3)nc2c1Cl | 0.0%

Continued.
SMILES | RNase H inhibition
O=C(Nc1ccc(Cl)c([N+](=O)[O-])c1)c1ccc(-c2cc(Cl)ccc2Cl)o1 | 26.0%
O=C(CCCC(=O)OCC(Cl)=C(Cl)Cl)Nc1ccc(Cl)cc1 | 13.0%
Cn1c(NC(=O)c2ccco2)cc(=O)n(C)c1=O | 2.0%
O=C(Nc1ccc2c(c1)OCCO2)C(F)(F)F | 3.0%
Cc1ccc(C(=O)Nc2ccc(C(=O)OCC(C)C)cc2)cc1[N+](=O)[O-] | 14.0%
O=C1C2CCCCC2C(=O)N1Nc1ccc([N+](=O)[O-])cc1[N+](=O)[O-] (stereo not given) | 10.0%
CC1=NN(c2ccccc2)C(=O)/C1=C/c1c(C)[nH]n(-c2ccccc2)c1=O | 3.0%
COc1ccc(C(c2ccc(OC)c(C)c2)C(Cl)(Cl)Cl)cc1C | 12.0%
COc1ccc(NC(=O)c2ccc(Br)o2)c(OC)c1 | 8.0%
C=CCNC(=S)N/N=C/c1ccc(OC(=O)c2cccs2)c(OC)c1 | 21.0%
C/C(=N\N1C(=O)CN(Cc2ccccc2)C1c1ccccc1)c1ccccc1 (stereo not given) | 9.0%
O=C/C(=C\Nc1cccc(N/C=C(\C=O)c2nc3cc(Cl)ccc3o2)n1)c1nc2cc(Cl)ccc2o1 | 8.0%
CC(C)CC(=O)N1CCN(Cc2cccc(Oc3ccccc3)c2)CC1 | 9.0%
Cc1c(NC(=O)/C=C/c2cn(-c3ccccc3)nc2-c2ccccc2)c(=O)n(-c2ccccc2)n1C | 18.0%
O=c1[nH]c(/C=C/c2ccc3c(c2)OCO3)nc2ccccc12 | 13.0%
CCOc1cc(/C=C(\C#N)C(=O)NC(C)c2ccccc2)ccc1O (stereo not given) | 10.0%
O=C1N/C(=N\N=C\c2ccc(O)cc2)SC1Cc1ccccc1 (stereo not given) | 0.0%
N/C(=N\OC(=O)c1ccc(I)cc1)c1cccc([N+](=O)[O-])c1 | 0.0%
COc1ccc(-c2nc3cc(NC(=O)COc4ccc([N+](=O)[O-])cc4)ccc3o2)cc1 | 55.0%*
COc1ccc(NC(=O)C(OC)c2ccccc2)cc1Cl (stereo not given) | 1.0%
COc1cccc(OC)c1C(=O)ON1C(=O)c2ccccc2C1=O | 13.0%
Cc1ccccc1C(=O)N/N=C/c1c[nH]c2ccccc12 | 0.0%
CC(C)c1ccc(/C=C/C(=O)N2CCN(c3ccc(F)cc3)CC2)cc1 | 3.0%
O=C(/C=C/c1cccc([N+](=O)[O-])c1)NCCN1CCOCC1 | 49.0%
O=C(Nc1ccc(Cl)cc1)c1cc([N+](=O)[O-])cc([N+](=O)[O-])c1NCCCO | 7.0%
CCOC(=O)C1=C(O)/C(=C\c2ccc(OC)cc2)N=C1C | 4.0%

Part of the list above, field by field.
O=C/C(=C\Nc1cccc(N/C=C(\C=O)c2nc3cc(Cl)ccc3o2)n1)c1nc2cc(Cl)ccc2o1
- RNase H inhibition = 8.0%
CC(C)CC(=O)N1CCN(Cc2cccc(Oc3ccccc3)c2)CC1
- RNase H inhibition = 9.0%
